# Lipid storage S3 – qHTS Assay for Lipid Storage Modulators in Drosophila S3 Cells | Drosophila S3 cells, BODIPY lipid droplet fluorescence, 18-24 h; cells fed with added oleic acid | Potency in µM for hits, for the others lipid storage change, negative = inhibition, % at the top dose, mostly 46.1 µM | 320,000 tested, 0.64% active | AID 2685, 2010; active = well fitted inhibition curve with a large enough effect in the signal ratio, with a control signal flat, not every such curve was filed as active; inconclusive = small, poorly fitted or top-dose-only effect, or effect the other way, or a change in a side signal; the % refers to the signal ratio
#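 Drosophila S3 cells got compounds at several concentrations plus oleic acid (400 uM solution). Laser-scanning cytometry with 488 nm excitation read lipid droplets at 500-530 nm and cells at 575-640 nm. Percent activity was relative to 20 uM Triacsin C.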
# Lipid storage S3 cell count max – also measured in Lipid storage S3; calls as there; cell number change, %; measured here: cell count max response;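 cells counted by Cell Tracker Red CMTPX staining in the red channel; peak over a dose series mostly up to 46.1 µM; percent activity relative to internal control wells on each plate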
# * hit, by the source's call; i = inactive; ? = inconclusive; · = not tested or not shown; [ ] = remark or other dose. % is scaled to controls: 0 for no effect and ±100 for the full control effect; potency is read from the fitted curve at half-maximal effect. The list is partial. The share of hits here may be higher or lower than overall.
# The line under a structure holds: Lipid storage S3	Lipid storage S3 cell count max
Cc1cc2c(c(SCC#N)n1)C(=O)OC2
  ?	·
CC12CCC(=O)N1C(C(=O)NNC(=O)c1ccc(F)cc1)CS2 (centres undefined)
  i	-13
O=C(Nc1ccc(NC(=O)c2ccccc2F)cc1)c1ccccc1F
  ?	·
CCn1c(SCC(=O)NC2CC2)nnc1-c1ccncc1
  i	-23
CCOP(=O)(OCC)C(NC(=O)Nc1ccc(Cl)cc1)C(=O)N(CC)CC (centres undefined)
  9%	4
COc1ccc(C(C)=O)cc1COC(=O)c1cnc(Cl)c(Cl)c1
  ?	·
Cc1ccccc1CSc1nnc2ccc(-c3ccncc3)nn12
  ?	·
Clc1cccc(N=NN2CCOCC2)c1Cl
  0%	-8
Cc1ccc(C)c(S(=O)(=O)N2CCN(C(=O)CCNS(=O)(=O)c3ccccc3)CC2)c1
  ?	·
O=C(NCc1ccc2c(c1)OCO2)c1ccc2c(c1)OCO2
  18%	1
Cc1ccccc1NS(=O)(=O)c1cccc(C(=O)Nc2cccc(C(=O)O)c2)c1
  ?	·
COc1ccc(C(CNC(=O)COc2ccc([N+](=O)[O-])cc2)N2CCCCC2)cc1 (centres undefined)
  -15%	3
CC(=O)Nc1ccc(S(=O)(=O)NC(CC(=O)N(C)Cc2ccccc2)C(C)C)cc1 (centres undefined)
  ?	·
COc1cccc(-n2c(SC3CCOC3=O)nc3ccccc3c2=O)c1 (centres undefined)
  13%	-6
CCOC(=O)c1c(NC(=O)COC(=O)Cn2c(C(F)(F)F)nc3ccccc32)sc(C)c1C
  1%	2
COc1cc(OC)c(-c2noc(C(=O)OC(C)(C)C)c2C(=O)OC(C)(C)C)c(OC)c1
  -15%	·
O=C(O)COc1ccc(/C=N/NC(=O)c2ccc(-c3csc(Nc4ccc(Cl)cc4)n3)cc2)cc1
  26%	0
COC(=O)c1cc(OC)c(OC)c(OC)c1[N+](=O)[O-]
  22%	·
CC(C)=NNc1nc2c(c(=O)n(C)c(=O)n2C)n1C
  7%	-2
O=C(CSc1ccc(Cl)cc1)N1CCCC1
  ?	·
COc1ccc(CNC(=O)C(OC(=O)c2cccs2)C(C)C)cc1 (centres undefined)
  i	6
O=C(O)c1cccnc1Sc1ccccc1
  ?	·
Cc1ccc(C(C[N+](=O)[O-])Sc2ccc(N)cc2)cc1 (centres undefined)
  ?	·
Cc1c(NC(=O)c2cccc(NC(=O)Cc3ccc(F)cc3)c2)c(=O)n(-c2ccccc2)n1C
  -1%	-5
O=c1oc2ccc3ccccc3c2cc1-c1nnc(-c2cccs2)o1
  -8%	5
NC(=O)c1ccc(NC(=O)CCCc2nc(-c3ccccc3Cl)no2)cc1
  ?	·
O=C(NC1CCCc2ccccc21)c1ccccc1OC(F)F (centres undefined)
  ?	·
CCCCNc1nc(N(C)c2ccccc2)nc(-n2ccnc2)n1
  ?	·
CC(OC(=O)c1ccc2c(=O)n3c(nc2c1)CCCCC3)C(N)=O (centres undefined)
  ?	·
COc1ccc(CCN2C(=O)CN=C2Nc2ccc(F)cc2)cc1OC
  -18%	18

# Other entries
# The line under a structure holds: Lipid storage S3	Lipid storage S3 cell count max
N#Cc1c(-n2cccc2/C=N/O)sc2c1CCCC2
  2%	-3
CCOc1ccc(/C=C/C(=O)Nc2ccccc2C(F)(F)F)cc1
  -13%	-11
COCC(=O)NCc1nc2ccccc2n1Cc1ccccc1F
  ?	·
CCn1c(=N)n(CC(O)c2cccs2)c2ccccc21 (centres undefined)
  ?	·
CC(C)CC(NC(=O)c1cccc(Cl)c1)C(=O)O (centres undefined)
  -2%	-11
O=C(COC(=O)c1cc([N+](=O)[O-])ccc1N1CCOCC1)Nc1ccc(Cl)cn1
  ?	·
CCOc1ccccc1CNC(=O)C1CCN(c2nn3c(=O)cc(C)nc3s2)CC1
  ?	·
Cc1cccc2sc(N(CCCN(C)C)C(=O)c3ccco3)nc12
  ?	·
CCc1ccc(NC(=O)c2ccc(S(=O)(=O)NCc3cccnc3)cc2)cc1
  ?	·
CN(C)C(=O)CSc1ncccc1-c1nc2ccccc2[nH]1
  i	-5
COc1ccc(C2=NN(C(=O)CN3CCOCC3)C(c3nc4ccccc4[nH]3)C2)cc1 (centres undefined)
  i	·
CNC(=S)N/N=C(\C)c1ccc2c(c1)OCO2
  ?	·
CC(=O)Nc1cccc(N=NN2CCOCC2)c1
  -1%	26
CCc1nc2ccc(C(=O)N3CCN(c4ccccc4F)CC3)cc2nc1CC
  ?	·
O=C(Oc1ccccc1)c1cccc2cccc(C(=O)Oc3ccccc3)c12
  ?	·
COc1cccc(/C=C(/C(=O)OCC(=O)NCC2CCCO2)c2ccccc2)c1 (centres undefined)
  ?	·
COc1cccc(-n2c(=S)[nH]c3c(oc4ccccc43)c2=O)c1
  6%	4
Cc1ccccc1-c1nc(CS(=O)CC(=O)NCc2ccc3c(c2)OCO3)c(C)o1 (centres undefined)
  ?	·
CC12CCC(C(=O)N3CCc4ccccc43)(CC1=O)C2(C)C (centres undefined)
  ?	·
Cc1ccc(S(=O)(=O)NCC(=O)N2CCCC2C(=O)O)cc1 (centres undefined)
  i	-18
O=C(Nc1ccccc1C(=O)N1CCCCCC1)c1ccc(F)cc1
  ?	·
CN(C(=O)COC(=O)c1ccc2c(c1)NC(=O)CS2)C1CCS(=O)(=O)C1 (centres undefined)
  8%	5
COc1ccc(-c2cc(C)no2)cc1S(=O)(=O)N1CCN(c2ccc([N+](=O)[O-])cc2)CC1
  ?	·
O=C(O)c1cc(NS(=O)(=O)c2cccc3nsnc23)cc(C(=O)O)c1
  -12%	1
O=C(O)c1ccccc1NS(=O)(=O)c1ccccc1C(F)(F)F
  ?	·
C/C=C/c1ccc(OCC(=O)OCC)c(OC)c1
  ?	·
CC(C)(C)C(=O)Nc1ccc2oc(-c3cc(F)c(F)cc3Cl)nc2c1
  ?	·
CC(=O)c1ccc(NC(=O)C(Cc2ccccc2)NC(=O)c2ccco2)cc1 (centres undefined)
  -9%	-12
COc1ccc(-c2[nH]ncc2CNC(C)c2ccccc2Cl)cc1F (centres undefined)
  2%	-14
CN(C(=O)c1cccc(C#N)c1)c1nnc(C2CCOC2)s1 (centres undefined)
  i	8

# Given as tab-separated lines: part of the list above.
structure	Lipid storage S3	Lipid storage S3 cell count max
CNC(=S)N/N=C(\C)c1ccc2c(c1)OCO2	?	·
O=C(Nc1ccccc1C(=O)N1CCCCCC1)c1ccc(F)cc1	?	·
C/C=C/c1ccc(OCC(=O)OCC)c(OC)c1	?	·
CCOc1ccc(/C=C/C(=O)Nc2ccccc2C(F)(F)F)cc1	-13%	-11
CC12CCC(C(=O)N3CCc4ccccc43)(CC1=O)C2(C)C (centres undefined)	?	·

# Compounds listed so far that have a nitro group on carbon:
# The line under a structure holds: Lipid storage S3	Lipid storage S3 cell count max
COc1ccc(C(CNC(=O)COc2ccc([N+](=O)[O-])cc2)N2CCCCC2)cc1 (centres undefined)
  -15%	3
COC(=O)c1cc(OC)c(OC)c(OC)c1[N+](=O)[O-]
  22%	·
Cc1ccc(C(C[N+](=O)[O-])Sc2ccc(N)cc2)cc1 (centres undefined)
  ?	·
O=C(COC(=O)c1cc([N+](=O)[O-])ccc1N1CCOCC1)Nc1ccc(Cl)cn1
  ?	·
COc1ccc(-c2cc(C)no2)cc1S(=O)(=O)N1CCN(c2ccc([N+](=O)[O-])cc2)CC1
  ?	·

# (further entries)
# The line under a structure holds: Lipid storage S3	Lipid storage S3 cell count max
CCc1ccccc1NC(=O)/C(=C/c1ccccc1)c1ccccc1
  20%	·
Cc1ccc2nc(/C(C#N)=C\c3ccc([N+](=O)[O-])o3)[nH]c2c1
  6.5µM*	-23*
O=c1[nH]c(/C(Cl)=C/c2c(F)cccc2Cl)nc2cc(Cl)ccc12
  ?	·
CCc1cccc(C)c1NC(=O)CNCc1ccccc1
  2%	-14
COc1ccc(Cl)cc1NC(=O)CN1CCCC1
  ?	·
O=C(CCn1cnc2ccccc21)N/N=C/c1ccc(O)cc1
  ?	·
COc1cccc(C(C(=O)NC2CCCC2)N(Cc2cccnc2)C(=O)Cc2cccs2)c1 (centres undefined)
  ?	·
Cc1cc(C)n2nc(C(=O)N/N=C/c3ccccc3Cl)nc2n1
  -7%	-14
CCn1c(CCCc2ccc(OC)c(C)c2)n[nH]c1=S
  ?	·
COc1ccccc1C(=O)NC(=O)COc1ccc([N+](=O)[O-])cc1
  ?	·
CCOC(=O)CC1=NS(=O)(=O)c2ccccc2N1
  -1%	8
O=C1CCC(C(=O)N2CCCC(C(=O)c3ccc4c5c(cccc35)CC4)C2)=NN1 (centres undefined)
  13%	-21
N#Cc1c(N)nc(SCC(=O)OCc2ccccc2)c(C#N)c1-c1ccco1
  ?	·
CCOC(=O)C(C(=O)OCC)=C1OC(=O)c2ccccc21
  ?	·
CCc1ccc2[nH]c3nc(N/N=C/c4ccc(O)cc4O)nnc3c2c1
  ?	·
COc1cc(CC(=O)Nc2ccccc2N2CCCCC2)cc(OC)c1OC
  ?	·
Cc1ccc(SCCN2CCC(O)CCC2=O)cc1 (centres undefined)
  ?	·
CNC(=O)c1cc2c(-c3ccccc3)nn(C)c2s1
  ?	·
Cc1ccc(S(=O)(=O)c2c(COC(=O)c3cccc(Cl)c3)c(-c3ccccc3)nn2C)cc1
  ?	·
CCOc1cc(/C=C(\C#N)c2nc3ccccc3[nH]2)ccc1OC(C)C(=O)O (centres undefined)
  3%	5
CCCCN1CC(=O)N2[C@H]3c4ccc(OC)cc4OC[C@@H]3[C@H](C(=O)OCC)[C@]2(C)C1=O
  -13%	-2
Cc1ccccc1NC(=S)NC(NC(=O)COc1ccccc1)C(Cl)(Cl)Cl (centres undefined)
  ?	·
CCOC(=O)N1CCN(C(=O)/C=C/c2ccc(C(C)(C)C)cc2)CC1
  ?	·
O=[N+]([O-])c1cccnc1N1CCCCC1
  ?	·
CCCn1nc(NC(=O)C(C)C)c2cc3cc(OC)ccc3nc21
  ?	·
COc1ccccc1NC(=O)C(C)OC(=O)CCSc1ccc(F)cc1 (centres undefined)
  ?	·
CCOC(=O)c1nc(Nc2ccc(N3CCOCC3)cc2)c2ccccc2n1
  i	18
CCn1c2ccccc2c2cc(/C=N/NC(=O)c3ccccc3C)ccc21
  -4%	-1
CCCCN(C)CCNC(=O)C1CCCN(S(=O)(=O)c2cccc3nsnc23)C1 (centres undefined)
  ?	·
CCOc1cc(C2NN=C(c3ccccc3)S2)ccc1OCc1ccc(F)cc1 (centres undefined)
  ?	·

# Continuation:
# The line under a structure holds: Lipid storage S3	Lipid storage S3 cell count max
O=C(CSc1nnc(-c2ccncc2)n1Cc1ccccc1)Nc1nccs1
  ?	·
Fc1nc(F)c(F)c(NCCCNc2c(F)c(F)nc(F)c2F)c1F
  ?	·
O=C(Nc1cc2c3c(c1)CC(=O)N3CCC2)c1cccc(F)c1
  -11%[0.0737 µM]	·
CCn1ncc(C2=NOC(C(=O)N3CCN(c4ccccc4)CC3)C2)c1C (centres undefined)
  -16%	-5
COc1cc(/C=C2\SC(N3CCc4ccccc4C3)=NC2=O)cc(OC)c1OC
  23%	4
CC1CCN(C(=S)c2ccc(N(C)C)cc2)CC1
  ?	·
CN(C)S(=O)(=O)c1ccc(Cl)c(C(=O)NC2CCN(Cc3ccccc3)C2)c1 (centres undefined)
  ?	·
Cc1ccc(S(=O)(=O)N2CCN(C(=O)CCn3nc(C)c(C)c3C)CC2)cc1
  i	11
O=[N+]([O-])c1ccc(N2CCN(c3ccccc3)CC2)cc1
  ?	·
C=CCn1c(SCC(=O)NC2CC2)nnc1-c1cccs1
  ?	·
Cc1ccc(S(=O)(=O)N2CCCCC2c2cccnc2)c(C)c1C (centres undefined)
  -2%	1
COc1ccc(Nc2cc(C)c3ccccc3n2)cc1
  1%	-5
Cc1ccc(-c2nn(-c3ccccc3)cc2C2CC(c3cccs3)=NN2C(=O)CCCC(=O)O)cc1 (centres undefined)
  i	16
COc1ccc(N2CCN(C(=O)CN(C)S(=O)(=O)c3ccc4c(c3)c(=O)n(C)c(=O)n4C)CC2)cc1
  9%	1
COCC(=O)N(C)C1(c2nnnn2CCOC(=O)Nc2cccc3ccccc23)CCCC1
  ?	·
COc1ccc(CCC(=O)N/N=C(\C)c2ccc3c(c2)OCO3)cc1
  -5%	9
CCOC(=O)C1=C(COC(=O)CNS(=O)(=O)c2ccc(C)cc2)NC(=O)NC1C (centres undefined)
  -9%	·
COc1ccc(CCNC2CC(=O)N(CCc3ccc(OC)c(OC)c3)C2=O)cc1 (centres undefined)
  ?	·
COc1ccc(-c2cc(C(=O)N/N=C/c3cccnc3)c3ccccc3n2)cc1
  -10%	8
CC(C)Cc1nc2n[nH]c(N)c2c2c1COC(C)(C)C2
  ?	·
Cc1cc(C)nc(OC(C(=O)O)C(OCCc2ccccc2)(c2ccc(F)cc2)c2ccc(F)cc2)n1 (centres undefined)
  i	-23
Cc1cc(C)cc(C(=O)NCC(=O)N(C)CCOc2ccccc2)c1
  7%	0
COc1cc2c(cc1OC)C(C(=O)Nc1ccccn1)C(c1cccnc1)N(C)C2=O (centres undefined)
  ?	·
CCOc1ccccc1-c1nn2c(Cc3ccccc3)nnc2s1
  -1%	-22
COc1ccccc1Cn1c(=S)[nH]c2cc(C(=O)NCCN(C)C)ccc2c1=O
  ?	·
